# Assay outcomes: PubChem, National Center for Advancing Translational Sciences (NCATS)
# TDP1 block: qHTS Assay for Inhibitors of Tyrosyl-DNA Phosphodiesterase (TDP1). Tyrosyl-DNA phosphodiesterase 1 (Homo sapiens), Q9NUW8. recombinant TDP1, AlphaScreen DNA substrate cleavage. Potency, µM (top dose mostly 130 µM), for inactives: at the highest dose activity change, negative = inhibition, most hits filed as inhibitors. 0.28% of 350,000 active. AID 485290, 2010; note: nearly all actives have a fitted effect of over 40% in size
# Target sequence (Q9NUW8 whole entry, looked up): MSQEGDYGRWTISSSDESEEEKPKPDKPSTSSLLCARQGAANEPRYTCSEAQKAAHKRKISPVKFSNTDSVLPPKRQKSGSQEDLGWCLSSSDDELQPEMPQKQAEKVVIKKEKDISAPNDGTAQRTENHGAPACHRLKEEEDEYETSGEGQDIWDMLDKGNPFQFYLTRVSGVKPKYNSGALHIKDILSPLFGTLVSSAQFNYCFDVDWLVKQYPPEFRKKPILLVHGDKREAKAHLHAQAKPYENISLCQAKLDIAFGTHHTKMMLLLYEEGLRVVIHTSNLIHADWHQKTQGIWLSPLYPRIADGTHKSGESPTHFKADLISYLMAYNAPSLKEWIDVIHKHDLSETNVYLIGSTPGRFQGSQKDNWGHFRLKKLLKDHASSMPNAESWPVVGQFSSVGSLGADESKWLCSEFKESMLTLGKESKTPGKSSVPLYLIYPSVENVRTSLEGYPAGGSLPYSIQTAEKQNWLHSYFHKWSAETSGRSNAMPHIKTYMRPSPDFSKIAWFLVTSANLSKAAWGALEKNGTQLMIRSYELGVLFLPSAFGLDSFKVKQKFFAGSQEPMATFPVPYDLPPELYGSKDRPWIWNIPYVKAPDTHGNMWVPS
#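 Steps: enzyme plus compound, 15 min RT; add biotin/phosphotyrosine-FITC oligonucleotide (15 nM final), react 5 min; add donor/acceptor beads (10 ug/ml final), 10 min; read AlphaScreen. Tdp1 at 1 nM final.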
# TDP1 cell CPT: qHTS for Inhibitors of human tyrosyl-DNA phosphodiesterase 1 (TDP1): qHTS in cells in presence of CPT. 12% of 420,000 active. Potency, µM (series often up to 46.2 µM), for inactives: top-dose activity change, negative = growth inhibition, usual class: inhibitors. chicken DT40 Tdp1-/-;hTDP1 cells + 20 nM CPT, ATP luminescence, 48 h; note: nearly all actives have a fitted effect of over 55% in size
#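 Cell growth measured by CellTiter-Glo luminescence after a minimum 48 h, 37 C compound exposure with 20 nM CPT in Tdp1-knockout DT40 cells stably expressing hTDP1, seeded 400/well; qHTS titration format.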
# TDP1 cell noCPT: qHTS for Inhibitors of human tyrosyl-DNA phosphodiesterase 1 (TDP1): qHTS in cells in absence of CPT; 15% of 420,000 active; Potency, µM (doses to about 46.2 µM), without a hit: at the highest dose activity change, negative = growth inhibition, usual class: inhibitors; AID 686978, 2013; DT40 Tdp1-/- hTDP1 cells, no CPT, ATP luminescence, 48 h; note: nearly all actives have a fitted effect of over 55% in size
#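 No-CPT arm: Tdp1-/-;hTDP1 DT40 cells (400/well) plus compounds, incubated ≥48 hr at 37 °C. Readout CellTiter-Glo luminescence.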
# Numbers without * were called inactive; ? = inconclusive; . = not tested or not shown; & = joins results of further samples; [ ] = remark or other dose. Calls come from the whole dose curve; as a rule, active = well fitted curve in the direction sought with a large enough effect; inconclusive = small, poorly fitted or top-dose-only effect, or another doubt; inactive = no such curve, though single readings can be large; an effect the other way counts as inactive or inconclusive. % is set by controls: 0 for no effect and ±100 for the full control effect; potency is the fitted concentration of half-maximal effect.
# Preview:
SMILES,TDP1 block,TDP1 cell CPT,TDP1 cell noCPT
O=C(CN1CCCCC1)Nc1cccc(Oc2ccccc2)c1,10%,?,?
COc1cc(/C=C(\NC(C)=O)C(=O)Nc2ccccc2C)ccc1OC(C)=O,4%,-10%,-2%
COc1cc(/C=C/c2cc(C(F)(F)F)[nH]c(=O)n2)cc(OC)c1OC,-3%,?,?
CCN(CC)C(=O)n1c(Cc2ccccc2)nc2ccccc21,.,0%,-26%
CCCCC(=O)NC(=S)Nc1ccc(Cl)c(C(=O)O)c1,1%,13%,-13%
Cc1cccc(/C=N/n2c(COc3ccccc3)n[nH]c2=S)c1,.,-3%,0%
O=C(NC1=C(Nc2ccc(Cl)cc2)C(=O)c2ccccc2C1=O)c1ccccc1,7%,23µM*,16µM*
Clc1cccc(CSc2nnc(-c3cccnc3)n2Cc2ccco2)c1,3%,?,?
Cc1cccc(CC2S/C(=N/c3ccccn3)NC2=O)c1 (stereo not given),-2%,?,?
CN(C)/C=N/NC(=O)C1Cc2c(ccc3ccccc23)O1 (stereo not given),.,-10%,-3%
O=c1c2ccccc2sn1-c1ccc(Cl)c(S(=O)(=O)N2CCOCC2)c1,2%,1.4µM*,3.2µM*
CC1(C)OC(=O)C2=C(C[C@@H](CCc3ccccc3)O[C@@H]2c2ccc(F)cc2)O1,.,?,16µM*
Cc1ccc(C)c(NNC(N)=S)c1,2%,5%,-7%

# The listing, from the first entry:
SMILES,TDP1 block,TDP1 cell CPT,TDP1 cell noCPT
O=C(CN1CCCCC1)Nc1cccc(Oc2ccccc2)c1,10%,?,?
COc1cc(/C=C(\NC(C)=O)C(=O)Nc2ccccc2C)ccc1OC(C)=O,4%,-10%,-2%
COc1cc(/C=C/c2cc(C(F)(F)F)[nH]c(=O)n2)cc(OC)c1OC,-3%,?,?
CCN(CC)C(=O)n1c(Cc2ccccc2)nc2ccccc21,.,0%,-26%
CCCCC(=O)NC(=S)Nc1ccc(Cl)c(C(=O)O)c1,1%,13%,-13%
Cc1cccc(/C=N/n2c(COc3ccccc3)n[nH]c2=S)c1,.,-3%,0%
O=C(NC1=C(Nc2ccc(Cl)cc2)C(=O)c2ccccc2C1=O)c1ccccc1,7%,23µM*,16µM*
Clc1cccc(CSc2nnc(-c3cccnc3)n2Cc2ccco2)c1,3%,?,?
Cc1cccc(CC2S/C(=N/c3ccccn3)NC2=O)c1 (stereo not given),-2%,?,?
CN(C)/C=N/NC(=O)C1Cc2c(ccc3ccccc23)O1 (stereo not given),.,-10%,-3%
O=c1c2ccccc2sn1-c1ccc(Cl)c(S(=O)(=O)N2CCOCC2)c1,2%,1.4µM*,3.2µM*
CC1(C)OC(=O)C2=C(C[C@@H](CCc3ccccc3)O[C@@H]2c2ccc(F)cc2)O1,.,?,16µM*
Cc1ccc(C)c(NNC(N)=S)c1,2%,5%,-7%
Cc1cnc(C)c(-c2cccc3c2OC(CNC(=O)C2(c4ccc(Cl)cc4)CC2)C3)n1 (stereo not given),.,-14%[9.04 µM],21µM*
O=C(Cc1cccs1)Nc1ccc(-c2nnc(-c3ccccc3)o2)cc1,.,-21%,-30%
CCOC(=O)CC(NC(=O)c1ccccc1)c1ccc(OC)cc1 (stereo not given),-1%,2%,4%
CCCC(=O)Nc1cccn(Cc2ccccc2Br)c1=O,6%,-4%,-12%
COc1ccc(/C=N/NC(=O)c2c(Br)cnn2C)c2ccccc12,5%,-18%,-20%
CCC1Oc2ccccc2N(CC(=O)NCCCN2CCOCC2)C1=O (stereo not given),.,4%,-11%
COc1ccccc1C(=O)COC(=O)c1cccc(S(=O)(=O)N2CCCC2)c1,0%,?,?
Cc1cc(N2CCN(c3ccc(F)cc3)CC2)nc(-c2ccccc2)n1,2%,9.2µM*,8.2µM*
Cc1cccc(C)c1OCC(=O)Nc1ncn[nH]1,7%,1%&-17%,-6%&3%
CC(=O)/C(N=Nc1ccc(C(=O)O)cc1)=C(\C)O,-1%,7%,3%
COc1ccc(NC(=O)CS(=O)(=O)c2cn(CC(=O)N3CCOCC3)c3ccccc23)cc1OC,2%,-9%,8%
CN(CC(=O)NC1CCCC1)S(=O)(=O)c1cnc[nH]1,0%,-2%,11%
O=C1OC(c2ccccc2)=CC1=Cc1ccccc1O,.,?,?
CNCC(C)COc1ccccc1OCc1ccccc1 (stereo not given),-5%,?,?
CCN=C1SC(CC(=O)NCC)C(=O)N1CC (stereo not given),0%,4%,-2%
O=C(Nc1ccccc1OC(F)F)c1ccc(S(=O)(=O)N2CCCC2)cc1,3%,-19%,-27%
Nc1nc(Nc2cccc(F)c2)nc(N2CCOCC2)c1[N+](=O)[O-],3%,22%,-40%
Cn1c(SCC(=O)N2CCOCC2)nnc1-c1ccco1,.,-20%,1%
O=C(c1cccc(S(=O)(=O)Nc2ccccc2Cl)c1)N1CCC1,1%,-3%,-9%
O=C(CS(=O)CC(=O)Nc1ccc(Cl)cc1)NCC1OCCc2ccccc21 (stereo not given),2%,-10%,-19%
CCOc1ccc(C2C3=C(CCCC3=O)N(CC(=O)O)C3=C2C(=O)CCC3)cc1,.,2%,-11%
CCc1[nH]c(C(=O)O)c(C)c1C(=O)OC,6%,-2%,0%
c1ccc(Cc2cc[n+](Cc3ccccc3)cc2)cc1,-1%,23µM*,21µM*
S=c1nc[nH]c2c1[nH]c1ccccc12,8%,-9%,-10%
COc1ccc(CCN(C(=O)C(F)(F)F)C(C(=O)NC2CCCCC2)c2ccc(C)s2)cc1 (stereo not given),-2%,3.3µM*,2.8µM*
Cn1c(NC(=O)/C=C/c2c(F)cccc2Cl)cc(=O)n(C)c1=O,0%,10%,3%
O=C(Nc1ccn(Cc2c(F)c(F)cc(F)c2F)n1)c1ccc(COc2cc(Cl)ccc2Cl)o1,1%,?,?
CC(=O)Nc1ccc(OC/C=C(\C)Cl)cc1,1%,-16%,-6%
Cc1ccc(OCCOC(=O)c2c(-c3ccccc3)noc2C)cc1,-15%,?,?
CN(C)C(=O)c1ccc(-c2cncnc2NCc2cccs2)cc1,28µM*,-3%,-16%
Cc1cc(S(=O)(=O)n2ccnc2C(C)C)cc([N+](=O)[O-])c1C,-1%,2%,-3%
CCCS(=O)(=O)N1CCCC(C(=O)NCCN(Cc2ccccc2)C(C)C)C1 (stereo not given),-1%,-11%,-9%
CCC(Sc1nc(N)cc(N)n1)C(=O)O (stereo not given),1%,-13%,-2%
Cc1cc(C)c(S(=O)(=O)N2CCN(C(=O)CCOc3ccccc3C)CC2)c(C)c1,0%,-26%,-23%
Cc1cccc(C2=NN(c3ccc(Br)cc3)[C@@H](C(=O)N3CCOC3=O)[C@@H]2c2ccc(F)cc2)c1,-9%&-3%,0%,-20%
CNC(=O)CNC(=O)Nc1ccc(Cl)c(Cl)c1,8%,8%,5%
Cc1nn(-c2ccccc2)nc1C(=O)OCC(=O)N1CCC(C)CC1,-2%,-23%,0%
COc1ccc(C(=O)OC2CCCCC2CN(C)C)cc1 (stereo not given),.,-16%,-22%
O=C(NC(=O)N1CCCCCC1)c1ccc(Cl)cc1,3%,-21%,19%
COc1ccc(NC2CCCN(C(=O)c3ccc4[nH]c(C)c(C)c4c3)C2)cc1 (stereo not given),10%,?,-15%
CC(C)(C)n1nnnc1C(c1cc2ccccc2o1)N1CCOCC1 (stereo not given),.,-2%,-22%
O=c1oc2c(F)cc(F)cc2cc1S(=O)(=O)c1ccc(F)cc1,5%,-17%,-18%
O=c1[nH]c2c(c(=O)n1Cc1ccccc1)CCC2,2%,-19%,-29%
Cn1c(CCN2CCCCC2)nc2cc(NC(=O)C3CCCCC3)ccc21,0%,-5%,-29%
Cc1ccc(NC(=O)CS(=O)CC(=O)N(CC(=O)NC2CCCC2)c2ccc3c(c2)OCCO3)cc1 (stereo not given),0%,-2%,-2%
CCN(CC)CCc1c(C)[nH]c(C(=O)OCc2ccccc2)c1C,5%,-19%,-16%
CCOc1ccc(C(=O)NCC(=O)OCC(=O)NC2CCCC2)cc1,1%,6%,1%
# Continued:
SMILES,TDP1 block,TDP1 cell CPT,TDP1 cell noCPT
CC(=O)c1ccc(NC(=O)CN2CCC(NC(=O)C3CCCCC3)CC2)cc1,3%,-1%,-22%
Fc1cccc(NC(=S)NNc2ccccc2)c1,.,3.3µM*,2.6µM*
COc1ccc(OCCN2CCC(C(=O)NC(c3ccc(Cl)cc3)c3cnccn3)CC2)cc1 (stereo not given),.,?,?
COc1cc(OC)c(C(=O)OCC(=O)N2CC(=O)Nc3ccccc32)cc1OC,2%,3%,12%
O=C(CCn1cnc2onc(-c3ccc(F)cc3)c2c1=O)Nc1cccc(C(F)(F)F)c1,-4%,16µM*,16µM*
CN(C)c1ccc([N+](=O)[O-])cc1C(=O)NCC(c1ccco1)N(C)C (stereo not given),5%,9%,2%
CCOc1ccccc1NC(=O)NNS(=O)(=O)c1ccc([N+](=O)[O-])cc1,3%[56.1 µM],0%,2%
CCCc1nn(C)c2c(=O)[nH]c(-c3cc(S(=O)(=O)N(CCO)CCO)ccc3OCC)nc12,0%,?,5%
O=C(Nc1ccccc1)C1=C[C@H](c2coc3ccccc3c2=O)C[C@H](OCc2ccc(CO)cc2)O1,3%,?,?
S=C(Nc1ccc2c(c1)OCCO2)Nc1ccccc1Cl,4%,?,-2%
COc1ccc2c(c1)c(C(=O)CN1CCC3(CC1)OCCO3)c(C)n2C,-2%,6%,-21%
CCOC(=O)c1cccc(NC(=O)N[C@@H](C)C(=O)OC)c1,1%,-5%,-1%
N#C/C(=C(/O)c1ccc([N+](=O)[O-])o1)c1nc2ccccc2[nH]1,2%,12µM*,18µM*
COc1cccc2cc(-c3nc(-c4cccs4)cs3)c(=O)oc12,-6%,?,?
CCOCCCNCC(=O)Nc1ccc(OC(F)(F)F)cc1,-9%,-25%,-12%

# Only TDP1 cell CPT (two entries from above):
Molecule,TDP1 cell CPT
Cc1cc(S(=O)(=O)n2ccnc2C(C)C)cc([N+](=O)[O-])c1C,2%
CCCS(=O)(=O)N1CCCC(C(=O)NCCN(Cc2ccccc2)C(C)C)C1 (stereo not given),-11%

# Next part
SMILES,TDP1 block,TDP1 cell CPT,TDP1 cell noCPT
COc1ccc(-c2cc3nc(NCCCN(C)C)n(C)c(=O)c3s2)cc1OC,.,?,?
O=S(=O)(Nc1nc2n(n1)C(c1ccccc1)C=C(c1ccc(Cl)cc1)N2)c1ccccc1 (stereo not given),.,2%,2%
Nc1ccccc1SCc1cn2ccccc2n1,1%,2%,2%
COC(=O)CCS(=O)(=O)c1cc(Cl)ccc1Cl,-3%,-2%,0%
CCCCn1c(N)c(N(CC(C)C)C(=O)c2cc(-c3ccc(F)cc3)nc3ccccc23)c(=O)[nH]c1=O,-5%,-5%,-27%
COc1ccc(CNC(=O)c2c(N)n(CCCN3CCOCC3)c3nc4ccccc4nc23)cc1,-2%,?,?
O=C(COc1ccc2c(c1)CCC2)NCc1cccc(Cl)c1,0%,-7%,?
Cc1cc(NC(=O)COc2ccc3ccccc3c2)no1,-8%,-5%,1%
COc1cc2[nH]c3c(N4CCN(c5ccc(Cl)cc5)CC4)ncnc3c2cc1OC,3%,18µM*,18µM*
CC(=O)c1ccc(S(=O)(=O)Nc2ccc(C(=O)N3CCC3)cc2)cc1,-6%,5%,1%
Cc1cc(C)c2oc(=O)cc(CN3CCOCC3)c2c1,5%,4%,-5%
CN1C(=O)CCC(CCC(=O)O)(c2ccccc2O)C1=O (stereo not given),.,7%,-1%
O=C(Nc1ccc(S(=O)(=O)N2CCCC2)cc1)c1ccc(Br)o1,11%,-11%,?
OCC1(Cc2ccc(F)cc2)CCCN(CCCC(F)(F)F)C1 (stereo not given),.,-19%,-3%
O=C(NC1CCN(Cc2ccccc2)CC1)c1cn(-c2ccccc2)nc1-c1cccnc1,1%[0.505 µM],-29%,-25%
O=C1CC(C(=O)N2CCc3ccccc32)CN1c1ccccc1 (stereo not given),.,7%,-12%
Cc1oc(-c2ccc(Cl)cc2)nc1CN1CCC(C(=O)NCC2CCCO2)CC1 (stereo not given),4%,-9%,-1%
COC(=O)c1ccc(C)c(NC(=O)COC(=O)C2CC3CCCC(C2)C3=O)c1 (stereo not given),-4%,-4%,-2%
Cc1csc(NC(=O)CSc2nc(C(C)C)nc3ccccc23)n1,-4%,?,12µM*
Cc1cccc(C)c1NC(=O)COC(=O)c1nonc1N,5%,-9%,17%
O=C(Nc1scc(-c2ccccc2)c1C(=O)O)c1ccc(F)cc1,.,-2%,?
O=C(Cn1cc([N+](=O)[O-])cn1)NCc1ccccc1Cl,.,6%,7%
Fc1ccccc1N1CCN(c2ncc3c(n2)CCN(Cc2cc(Br)cs2)C3)CC1,1%,?,-25%
COc1ccc(NC(=O)CS(=O)(=O)c2cccc(Cl)c2)cc1,.,?,23µM*
Cc1nc(SCC(=O)N(C)C2CCS(=O)(=O)C2)c(C#N)c(C)c1C (stereo not given),0%,7%,5%
